Mtb UGM inh = Mtb UDP-galactopyranose mutase inhibition; purified UGM, fluorescence polarization probe displacement; inhibition, % at 10 µM; 320,000 tested, 0.06% active; AID 504406; in the data active = inhibition above about 10%, passing the limit was not always enough; inconclusive = no clear call, values can overlap the other calls
Target sequence (P9WIQ1 whole entry, looked up): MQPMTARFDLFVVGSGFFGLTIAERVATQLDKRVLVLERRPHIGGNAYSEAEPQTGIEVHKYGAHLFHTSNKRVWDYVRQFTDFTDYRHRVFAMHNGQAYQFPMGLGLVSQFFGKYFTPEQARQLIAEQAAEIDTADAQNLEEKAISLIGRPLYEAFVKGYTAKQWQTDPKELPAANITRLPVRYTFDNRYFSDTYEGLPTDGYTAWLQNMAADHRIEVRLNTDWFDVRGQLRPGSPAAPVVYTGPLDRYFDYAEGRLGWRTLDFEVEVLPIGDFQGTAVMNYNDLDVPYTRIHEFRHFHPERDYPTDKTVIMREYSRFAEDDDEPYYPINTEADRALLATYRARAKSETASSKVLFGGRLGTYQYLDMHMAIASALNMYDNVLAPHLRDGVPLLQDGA
BioA inh = BioA (M. tuberculosis) enzyme inhibition. purified M. tuberculosis BioA enzyme, plate reader. inhibition, % at 9.99 µM. 360,000 tested, 0.096% active. AID 602481; in the data active = inhibition above about 40%; inconclusive = no clear call, values can overlap the other calls
DUSP3 inh = DUSP3 (human) phosphatase inhibition; P51452; recombinant VHR phosphatase, pNPP absorbance; inhibition, % at 13.3 µM; 290,000 tested, 0.52% active; in the data active = inhibition above about 50%; also: some compounds called inactive have numbers as strong as hits
BoNT-F LC inh = inhibitors of Botulinum neurotoxin F light chain protease | Multiplex microsphere protease cleavage assay, flow cytometry | inhibition, % at 10 µM | 360,000 tested, 0.22% active | AID 588497; in the data active = inhibition above about 35%, passing the limit was not always enough; inconclusive = no clear call, values can overlap the other calls; also: plate controls were buffer without enzyme for full effect and enzyme alone for no effect
GDH-TPI counter = GDH-TPI coupled enzyme inhibition counter-screen. AID 588335. 360,000 tested, 1.2% active. inhibition, % at 4.8 µM. GDH-TPI coupled enzyme counterscreen, NADH absorbance;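 also: 0% = DMSO wells and 100% = wells lacking the enzyme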
MazEF act = activators of E. coli MazEF toxin-antitoxin RNase. FAM/BHQ RNA-DNA oligo cleavage fluorescence, 5 h. 350,000 tested, 0.32% active. AID 504720. P0AE70. activation, % at 20 µM; in the data active = activation above about 50%
Target sequence (P0AE70 whole entry, looked up): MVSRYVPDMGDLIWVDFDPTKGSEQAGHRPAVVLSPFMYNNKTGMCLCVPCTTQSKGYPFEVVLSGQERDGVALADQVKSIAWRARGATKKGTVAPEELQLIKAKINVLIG
CCHF vOTU inh = blocks the CCHF virus ovarian tumor domain protease; inhibition, % at 11.5 µM; CCHFV vOTU protease, Pep-AMC fluorescence; 370,000 tested, 0.55% active; also: 0% = vehicle wells with enzyme and 100% = no enzyme wells
Rv3671c protease = inhibitors of M. tuberculosis serine protease Rv3671c | P9WHR9 | inhibition, % at 5.96 µM | 320,000 tested, 0.048% active; in the data active = inhibition above about 38%;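 also: extracellular domain of Rv3671c used as enzyme; 0% = enzyme with DMSO and 100% = no enzyme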
Target sequence (P9WHR9 whole entry, looked up, the tested form may be a part): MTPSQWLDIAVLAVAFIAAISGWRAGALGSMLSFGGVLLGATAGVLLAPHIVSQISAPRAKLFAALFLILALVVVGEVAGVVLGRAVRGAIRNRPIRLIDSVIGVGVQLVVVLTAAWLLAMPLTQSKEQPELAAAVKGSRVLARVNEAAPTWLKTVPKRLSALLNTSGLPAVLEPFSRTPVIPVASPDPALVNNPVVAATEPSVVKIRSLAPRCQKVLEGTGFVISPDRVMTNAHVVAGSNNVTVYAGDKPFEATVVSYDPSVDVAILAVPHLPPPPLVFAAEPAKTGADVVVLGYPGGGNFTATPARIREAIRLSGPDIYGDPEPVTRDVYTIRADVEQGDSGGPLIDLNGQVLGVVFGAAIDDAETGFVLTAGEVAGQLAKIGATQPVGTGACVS
FadD28 binding = inhibitors of Mycobacterium tuberculosis FadD28 bisubstrate binding | 360,000 tested, 0.22% active | inhibition, % at 12.5 µM | FadD28 bisubstrate probe binding, fluorescence polarization; in the data active = inhibition above about 8.5%, passing the limit was not always enough; inconclusive = no clear call, values can overlap the other calls
Mtb FBA inh = Mtb fructose-bisphosphate aldolase inhibition. P9WQA3. purified M. tuberculosis FBA, fluorescence read-out. inhibition, % at 1 µM. 360,000 tested, 2.3% active. AID 588726; in the data active = inhibition above about 27%;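 also: 0% = vehicle and 100% = reference inhibitor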
An asterisk follows results filed as active; ? = inconclusive; · = no result given; & = joins results of further samples. Rule as the data show it, unless noted: active = inhibition above about 30%; inactive = the rest.

Below each compound: Rv3671c protease	BioA inh	DUSP3 inh	Mtb UGM inh	MazEF act	BoNT-F LC inh	GDH-TPI counter	Mtb FBA inh	FadD28 binding	CCHF vOTU inh
COc1ccc(NC(=O)C=C(C)C)cc1Cl
 : 10.0	1.4	-10.5	0.8	8.9	-6.6	3.7	1.4	-1.7	-1.6
COc1nc2ccccc2c(=O)n1-c1ccc(Cl)cc1
 : -2.2	·	5.4	-0.6	3.7	-13.8	-2.1	-3.0	-2.1	10.6
COc1cccc(C2C3=C(CC(C)(C)CC3=O)Nc3cc(OC)c(OC)cc32)c1 (centres undefined)
 : -10.8	·	15.2	-0.1	3.0	-2.9	3.0	8.3	-5.0	-34.0
COc1ccc(OC)c(S(=O)(=O)N2CCCC(C(=O)NC3CC3)C2)c1 (centres undefined)
 : ·	-0.2	·	·	3.0	5.8	2.7	-0.8	-0.7	-5.6
O=C(Nc1cccc([N+](=O)[O-])c1)C1COc2ccccc2O1 (centres undefined)
 : -3.5	6.5	6.5	6.1	4.0	2.2	7.3	0.1	-1.0	5.6
COCCn1c(C)cc(C(=O)CSc2nc(C)cc(C)c2C#N)c1C
 : 0.4	1.0	-7.5	-0.4	1.7	-10.7	-2.5	2.1	-1.9	-5.9
Oc1ccc2ccc3cccc[n+]3c2c1
 : 9.5	-211.5	·	45.7*	-523.0	-12.4	8.7	-17.8	-1.2	10.8
COc1cc(OC)c(C2=NOC(C(=O)N3CCc4ccccc4C3)C2)cc1Cl (centres undefined)
 : -10.9	1.5	-4.2	2.0	-9.4	2.1	0.3	1.7	-1.2	4.2
CC/C(=C(/CC)c1ccc(O)cc1)c1ccc(O)cc1
 : -4.4	-1.5	-8.1	-1.1	13.8	-5.9	-0.5	-2.6	0.8	2.9
Cc1cc(=O)oc2c(C)c(OC(C)C(=O)NCCCn3ccnc3)ccc12 (centres undefined)
 : 8.9	1.9	17.8	-0.6	3.9	-0.5	7.0	16.2	-2.3	5.0
CCOC(=O)Cc1cc(C)[nH]c1C(=O)OCC
 : 4.5	-0.6	-3.6	-2.7	5.1	-17.6	-5.9	2.7	1.5	-3.0
COc1ccc(S(=O)(=O)N(C)C[C@H]2OCCCC[C@@H](C)Oc3ccc(N(C)C)cc3C(=O)N([C@H](C)CO)C[C@@H]2C)cc1
 : ·	0.3&-1.5&-1.5	·	·	11.6	-2.1	6.2	0.2	-1.5	7.4
CCCOc1ccc(C(=O)c2ccccc2C(=O)OC2CCOC2=O)cc1OCCC (centres undefined)
 : -7.3	-0.6	·	0.3	-2.3	-8.2	1.4	-0.6	-3.2	10.4
CCC(=O)c1cc2c(C)cc(=O)oc2c(C)c1OC(=O)C(C)C
 : 6.2	·	4.5	1.2	-4.4	-18.6	7.4	7.6	-1.0	-21.0
CN(C)c1ccc(CNC(=O)CCc2ccc(S(=O)(=O)N3CCCCCC3)cc2)cc1
 : ·	1.0	·	·	3.6	·	3.2	-0.8	0.5	11.1
Cc1c(CCC(C)C)c(=O)n2c([nH]c3ccccc32)c1C#N
 : 3.6	1.1	17.5	-0.2	8.4	3.7	3.3	23.5	-2.6	·
Cc1ccc(S(=O)(=O)N2CCOCC2)cc1NC(=O)CSc1ncccn1
 : 6.0	·	·	1.0	1.1	22.6	7.1	4.5	-0.2	3.6
Cc1cc(C)n2nc(C(=O)Nc3ccc(S(=O)(=O)N(C)C)cc3)nc2n1
 : 12.8	0.0	1.4	-0.7	5.3	-12.2	4.6	-2.4	-1.6	1.2
COc1ccc(OC)c(-n2c(C)nc3cc(C(=O)O)ccc32)c1
 : 4.3	-0.1	0.1	0.4	8.2	-4.2	-0.4	0.1	-0.6	6.8
NC(=O)CSc1nnc(-c2ccc(O)cc2)n1Cc1ccco1
 : -3.1	0.8	22.0	-0.1	8.3	6.9	8.8	-2.1	-3.1	-48.7

Reprinted from the part before: 3 entries, then new ones.
Below each compound: Rv3671c protease	BioA inh	DUSP3 inh	Mtb UGM inh	MazEF act	BoNT-F LC inh	GDH-TPI counter	Mtb FBA inh	FadD28 binding	CCHF vOTU inh
Cc1cc(C)n2nc(C(=O)Nc3ccc(S(=O)(=O)N(C)C)cc3)nc2n1
 : 12.8	0.0	1.4	-0.7	5.3	-12.2	4.6	-2.4	-1.6	1.2
COc1ccc(OC)c(-n2c(C)nc3cc(C(=O)O)ccc32)c1
 : 4.3	-0.1	0.1	0.4	8.2	-4.2	-0.4	0.1	-0.6	6.8
NC(=O)CSc1nnc(-c2ccc(O)cc2)n1Cc1ccco1
 : -3.1	0.8	22.0	-0.1	8.3	6.9	8.8	-2.1	-3.1	-48.7
CN(C)/C=C1/Oc2c(ccc3ccccc23)C1=O
 : 8.5	·	-8.6	1.2	18.1	8.9	16.8	9.1	-1.6	19.4
Cc1cccc(NC(=O)c2cc(S(=O)(=O)N3CCc4ccccc43)cn2C)c1
 : 4.6	-1.9	5.5	-0.3	-1.3	-6.3	10.6	4.4	1.0	4.2
CCOC(=O)Cn1c(=N)n(CCOc2ccc(OC)cc2)c2ccccc21
 : -0.8	-0.2	2.4	-0.6	6.6	-5.0	5.0	0.1	1.2	·
NC(=O)[C@@H]1CCCN1C(=O)c1cc(COc2ccc(F)cc2F)on1
 : 5.6	0.9	-3.6	-4.5	6.7	1.1	-1.7	-2.4	-3.1	-0.5
O=C(Nc1ccccc1)OCC1CCCO1 (centres undefined)
 : 2.6	-1.1	·	-2.6	3.1	-0.6	-3.4	0.3	-0.7	-8.8
Cc1ccc(NC(=S)Nc2ccc(OC(F)F)c(Cl)c2)cc1Cl
 : -11.4	-1.4	8.2	1.3	8.9	1.5	2.3	1.5	-4.5	-7.7
C[C@H]1CN(c2ccc(Br)cc2)C(=O)[C@@H]1CC(=O)Nc1ccc(Br)cc1
 : ·	-1.0	·	·	1.3	-6.8	-8.1	1.9	-5.8	-3.2
O=C(Nc1ccc(S(=O)(=O)Nc2ncccn2)cc1)c1ccco1
 : -5.2	-1.9	9.0	-1.5	4.3	-1.9	3.2	3.3	-2.8	3.4
CCN(CC(=O)NCc1ccc(F)cc1)CC(=O)Nc1ccc(Br)cc1F
 : -7.3	2.6	·	3.6	-5.0	4.5	6.2	4.0	-2.4	3.8
CCn1c(CSc2nc3ccccc3n2C)nc2ccccc21
 : -9.7	2.2	18.9	-1.0	0.2	-1.2	3.6	-4.9	-2.5	1.1
Cc1ccc(S(=O)(=O)Nc2nc3n(n2)C(c2ccc(Cl)cc2)CC(=O)N3)cc1 (centres undefined)
 : -8.4	-0.6	20.9	-0.8	-4.9	·	3.2	2.0	-0.4	-1.9
COCc1cc(CNC(=O)C2CCC(=O)N(Cc3ccccc3OC)C2)[nH]n1 (centres undefined)
 : 4.0	0.3	10.1	0.7	-4.8	·	1.4	1.7	-0.4	-3.0
CC(=O)Oc1ccc(C(=O)Nc2cccc(NC(=O)c3ccco3)c2)cc1
 : -9.6	0.0	-19.2	-3.5	8.4	-0.6	-2.7	-5.9	0.3	2.6
COc1ccc(-c2nnn(CC(=O)N(C3CCCCC3)C(C)C(=O)NC3CCCC3)n2)cc1OC (centres undefined)
 : 3.0	-1.4	35.6	-1.9	-1.5	-0.7	5.8	0.6	-4.2	6.0
CCNC(=O)CN(c1ccc(Oc2ccccc2)cc1)S(=O)(=O)c1ccccc1
 : 1.1	-0.2	-1.5	0.1	-2.2	-13.0	0.3	2.1	-2.1	-2.2
CCOC(=O)C(NC(=O)N1CCCCC1)(c1ccccc1)C(F)(F)F (centres undefined)
 : -6.0	0.5	18.6	2.0	-6.6	2.4	6.2	-3.0	-4.0	-15.4
O=C1c2cccc(OCC(=O)N3N=C(c4cccs4)CC3c3ccc(F)cc3)c2CCN1Cc1ccccc1 (centres undefined)
 : -37.4	0.3	-5.4	3.3	-25.1	-2.7	17.1	12.3	-2.2	-25.1
Cc1cc(C)nc(-n2nc(C)c3c(=O)[nH]c(C(F)(F)F)nc32)n1
 : 10.9	·	-1.9	-2.8	-17.6	·	6.0	-0.3	1.1	3.9
CCOc1ccc(N2CC(C(=O)NNC(=O)c3ccc(F)cc3)CC2=O)cc1 (centres undefined)
 : 10.1	1.1	·	0.5	3.4	-6.9	4.8	0.6	-1.0	-3.8
CN(Cc1ccccc1)C(=O)COC(=O)CCC(=O)c1ccc(F)cc1
 : 3.4	1.3	·	-0.8	12.3	4.1	-9.7	-2.6	-3.2	-16.5
Cc1ccc(S(=O)(=O)NCC2CCC(C(=O)NC3CCCCC3)CC2)cc1 (centres undefined)
 : -5.2	0.8	58.2*	-1.4	1.7	0.9	7.0	2.4	-0.8	-8.8
CCCc1[nH]nc2c1C1(C(=O)N(Cc3ccccc3)c3ccccc31)C(C(=O)OC)=C(N)O2 (centres undefined)
 : -5.5	4.1	2.4	-1.8	0.7	8.8	-14.1	2.5	-2.7	1.6
Cc1ccc(NC(=O)c2ccc(CSc3nccc(C)n3)cc2)cc1
 : -6.9	0.1	-2.4	-0.9	-5.8	-4.0	3.1	0.6	-3.6	5.4
O=C(NC(=S)N1CCN(c2ccccc2)CC1)c1ccccc1
 : 0.5	-0.6	10.5	-1.3	·	-2.0	-0.3	0.3	-3.9	5.3
O=C1C(Cl)=C(NCC2CCCO2)C(=O)N1c1cccc(Cl)c1Cl (centres undefined)
 : -2.5	-1.5	35.8	1.0	-2.2	0.5	-6.8	-2.0	-6.1	17.9
CC1(c2ccccc2)CC(c2ccccc2)=Nc2nonc2N1 (centres undefined)
 : -3.2	2.5	6.7	-1.7	3.2	-12.7	2.6	1.4	-1.8	11.3
C[N+](C)(CC#N)C/C=C\c1ccccc1
 : 6.3	·	21.5	-1.8	3.2	0.6	-7.8	0.6	-4.0	11.2
O=C(CN1C2CCC1CC(NC(=O)C1CC1)C2)NCc1ccccc1 (centres undefined)
 : 2.6	2.3	29.4	-1.5	-16.4	-1.6	-3.7	0.9	-0.4	-10.3
CC(C)[C@H](NS(=O)(=O)c1ccccc1F)C(=O)NC1CCCCC1
 : -7.2	-1.1	·	-0.2	7.6	5.7	3.1	1.9	0.3	-3.3
CCOc1ccc(-n2c(SCC(=O)Nc3ccc4c(c3)OCO4)nc3c(c2=O)SCC3)cc1
 : ·	28.1	12.0	·	9.2	1.4	11.3	-1.7	0.2	0.5
CCN(CC)C(=O)CSc1nc(O)c(Cc2ccccc2)c(=O)n1-c1ccc(C)cc1
 : -3.3	-0.5	21.0	5.2	-3.6	?	15.9	0.6	-0.7	4.0
CCSc1nc2nn(-c3ccccc3)c(=O)c-2c2n1CCCCC2
 : -3.8	-0.3	15.6	-1.7	-0.8	0.0	9.4	-1.2	-0.5	-8.6
COc1ccc(/C=C(\C#N)C(=O)NCCc2ccccc2)cc1OCc1ccccc1
 : -31.2	·	2.6	1.7	83.6*	-5.1	5.8	-1.0	-3.7	-3.5
CCc1ccccc1NC(=O)Cc1ccc(-n2cccc2)cc1
 : -2.7	-0.5	-3.8	0.8	-0.6	-4.2	2.2	-1.6	-1.5	-1.2
CCOC(=O)C1CCN(C(=O)c2cccc(S(=O)(=O)N(CC)c3ccccc3)c2)CC1
 : 2.0	1.9	·	0.4	-4.7	0.4	2.5	3.2	-2.0	-10.5
Cn1nc(C(=O)Nc2nnc(C3CC3)s2)c2ccccc2c1=O
 : -2.7	·	-15.2	-1.8	10.2	1.1	0.3	-1.0	-3.8	17.4
CC(=O)Oc1ccc(N(C(C)=O)S(=O)(=O)c2ccc(C)cc2)c2ccccc12
 : -11.2	·	·	-1.7	-2.6	?	4.9	-0.1	-2.9	1.8
Cc1cc(C)c(NS(=O)(=O)c2ccc(NC(=O)c3cccs3)cc2)c(C)c1
 : -20.9	·	7.3	1.5	38.8	1.0	-7.9	-4.9	-4.3	-4.5
CCc1ccccc1NC(=O)CN(C)C(=O)COC(=O)c1ccccc1Cl
 : ·	-1.7	·	·	-3.3	2.9	3.8	-0.9	0.3	-4.3
